RTF Ca sens inh = cardiac RTF calcium desensitization. P19429+P45379. IANBD-labeled cardiac RTF, Ca2+ fluorescence. 340,000 tested, 0.12% active. inhibition, % at 7.15 µM. AID 493244;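 active = inhibition above the mean inhibition of all tested compounds plus 3 SD, cut at about 17% in these data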;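 note: assay run at fixed EC70 calcium of 1.6 mM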
MOR-DOR inv ag = inverse agonist of human OPRM1-OPRD1 heterodimerization. 340,000 tested, 0.21% active. cell-based MOR-DOR heterodimer luminescence, inverse agonism. AID 504357. P35372+P41143. inhibition, % at 9.3 µM; in the data active = inhibition above about 22%, passing the limit was not always enough;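 note: 0% = cells with DMSO and 100% = wells without cells with DMSO; values of inactives mirror those of a sister screen read the other way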
cardiac RTF act = cardiac RTF calcium sensitization | IANBD-labeled TnC RTF fluorescence at EC20 calcium; 0% EC20 calcium, 100% full calcium | AID 493008 | P19429+P45379 | 340,000 tested, 0.24% active | activation, % at 7.2 µM;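 active = activation above the mean over all tested compounds plus 3 SD, cut at about 30% in these data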;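 note: rise in fluorescence read as greater calcium sensitivity of cardiac thin filaments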
CAL-PDZ inh HTS = blocks peptide binding to the human CAL PDZ domain | Q9HD26 | purified CAL PDZ, TMR-peptide fluorescence polarization, 1 h | inhibition, % at 24.9 µM | 300,000 tested, 0.92% active | AID 602252;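 active = mean inhibition of at least 30% with at least half of replicates also reaching 30%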;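 note: 0% = DMSO neutral control and 100% = excess unlabeled competitor peptide PRC23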
HTR5A ag ctr = HTR5A agonism, opioid heterodimer counter-screen; P47898; HTR5A agonist assay, luminescence, cell-based; activation, % at 9.3 µM; 340,000 tested, 0.61% active; AID 504692; in the data active = activation mostly above about 9.5%, no sharp cut-off; inactive = mostly below about 7.6%;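 note: 0% = cells with vehicle only and 100% = reference agonist; strong numbers were not always called active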
Target sequence (P47898 whole entry, looked up): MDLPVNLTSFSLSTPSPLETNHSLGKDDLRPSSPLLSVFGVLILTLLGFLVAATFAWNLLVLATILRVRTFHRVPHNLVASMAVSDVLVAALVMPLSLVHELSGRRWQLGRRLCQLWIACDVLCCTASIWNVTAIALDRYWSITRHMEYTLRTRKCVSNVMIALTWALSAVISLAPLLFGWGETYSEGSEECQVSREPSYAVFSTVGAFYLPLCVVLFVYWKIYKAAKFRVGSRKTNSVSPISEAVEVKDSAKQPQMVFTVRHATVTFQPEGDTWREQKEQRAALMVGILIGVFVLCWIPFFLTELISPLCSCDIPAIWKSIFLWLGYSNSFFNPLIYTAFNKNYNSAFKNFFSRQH
Keap1-Nrf2 PPI = disrupts human Keap1 binding to Nrf2 peptide | Q14145 | Keap1 Kelch-Nrf2 peptide fluorescence polarization, 1536-well | 340,000 tested, 0.15% active | inhibition, % at 9.4 µM | AID 504523; in the data active = inhibition above about 12%;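 note: human Keap1 Kelch domain with fluorescein labeled Nrf2 9mer peptide probe; 0% = neutral control wells and 100% = peptide positive control; higher means more block of Keap1 binding to Nrf2 peptide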
Target sequence (Q14145 whole entry, looked up, the tested form may be a part): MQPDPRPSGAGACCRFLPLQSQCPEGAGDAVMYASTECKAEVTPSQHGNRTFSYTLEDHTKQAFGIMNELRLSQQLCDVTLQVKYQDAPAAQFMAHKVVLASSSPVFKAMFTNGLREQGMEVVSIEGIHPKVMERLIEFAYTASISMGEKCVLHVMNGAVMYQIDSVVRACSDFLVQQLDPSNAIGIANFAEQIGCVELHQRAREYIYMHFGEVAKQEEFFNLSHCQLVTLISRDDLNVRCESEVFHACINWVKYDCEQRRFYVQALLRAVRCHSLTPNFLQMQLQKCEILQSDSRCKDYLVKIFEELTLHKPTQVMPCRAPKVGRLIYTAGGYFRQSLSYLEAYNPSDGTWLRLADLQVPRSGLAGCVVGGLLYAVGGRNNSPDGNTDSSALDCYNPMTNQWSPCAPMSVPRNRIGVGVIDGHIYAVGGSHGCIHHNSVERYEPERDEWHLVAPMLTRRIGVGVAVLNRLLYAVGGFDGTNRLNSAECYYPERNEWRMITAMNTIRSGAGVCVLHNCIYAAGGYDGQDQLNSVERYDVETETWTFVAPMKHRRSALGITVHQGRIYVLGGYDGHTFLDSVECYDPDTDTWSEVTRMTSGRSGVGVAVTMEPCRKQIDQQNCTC
OPRM1-OPRD1 ag = agonists of human mu-delta opioid receptor heterodimerization | P35372+P41143 | cells, OPRM1-OPRD1 heterodimerization, luminescence | activation, % at 9.3 µM | 340,000 tested, 0.3% active; in the data active = activation above about 18%;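 note: 0% = vehicle-treated cells and 100% = reference agonist; values of inactives mirror those of a sister screen read the other way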
V-ATPase pH = regulators of yeast V-ATPase proton transport; S. cerevisiae, pHLuorin cytosolic pH fluorescence; response, % at 10 µM; 350,000 tested, 0.37% active; AID 504577; in the data active = response mostly above about 7.3%, no sharp cut-off; inactive = mostly below about 5.4%; note: actives read high; inactives centre near 0; some compounds called inactive have numbers as strong as hits; reference of the scale not given here
LANA DNA inh = KSHV C-LANA DNA binding inhibition. inhibition, % at 9 µM. 340,000 tested, 0.078% active. MBP-C-LANA/FAM-LBS DNA binding, fluorescence polarization;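 active = highest replicate inhibition at or above 60% at 9 µM, even if other replicates fall short; inactive = all replicates below 60% inhibition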;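 note: 0% = neutral control wells and 100% = 4 µM acridine orange control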
HTR5A inv ag = inverse agonist of human HTR5A in OPRM1-OPRD1 counter-screen. P47898. HTR5A cell line, luminescence, inverse agonism. inhibition, % at 9.3 µM. 340,000 tested, 0.083% active; in the data active = inhibition mostly above about 23%, no sharp cut-off; inactive = mostly below about 18%;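 note: 0% = cells with DMSO and 100% = no-cell wells with DMSO; some compounds called inactive have numbers as strong as hits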
The depositor's hits bear a star; · = no result given.

compound	RTF Ca sens inh	MOR-DOR inv ag	cardiac RTF act	CAL-PDZ inh HTS	HTR5A ag ctr	Keap1-Nrf2 PPI	OPRM1-OPRD1 ag	V-ATPase pH	LANA DNA inh	HTR5A inv ag
O=C(Nc1cccc(Cl)c1Cl)C1CCCC1	-9	12	8	·	2	5	-2.3	1	-1.0	-5
Cc1ccc(OCCn2nc3ccccc3n2)c(C)c1	1	-7	-2	-2	5	3	1.1	0	0.8	-12
CCn1c(-c2ccccc2Cl)nn(CC(=O)Nc2ccccc2C)c1=S	-6	13	-6	1	0	5	-2.5	0	0.1	-2
Cc1ccc(S(=O)(=O)Oc2ccc(/C=N/NC(=O)c3c(Cl)cnn3C)cc2)cc1	-18	7	2	-1	1	-1	-1.2	3	0.8	-16
O=C(CCC(=O)c1cccs1)OCC(=O)c1ccc(F)cc1	-3	14	-10	-3	-4	0	-2.7	-3	2.0	15
C/C(CCC(C)C)=N\NC(=S)NCc1ccccc1	-2	-31	-2	-1	-3	-2	6.0	-1	-0.6	9
O=C(NC1CC1)c1ccc2c(Cl)c3c(nc2c1)CCCC3	-9	6	-5	0	4	2	-0.9	1	1.1	-37
O=C(N/N=C1/CCSC1)c1cccc([N+](=O)[O-])c1	0	2	-2	0	-4	-3	-0.3	2	-0.8	10
COCCn1nnnc1C(c1cc2ccc(OC)cc2[nH]c1=O)N1CCN(C2CCCCC2)CC1 (configuration not stated)	-12	7	8	-4	0	-5	-1.1	0	-0.3	-3
CCCn1c(N)c(N(CCOC)C(=O)CSCC(=O)Nc2ccc(C)cc2)c(=O)[nH]c1=O	-3	6	-3	-3	0	-5	-1.4	-1	-0.6	1
CN(CC(=O)Nc1cccc(S(=O)(=O)N(C)C)c1)Cc1ccccc1	-6	-4	-6	-2	9	8	0.6	5	0.1	-26
CN(C)c1ccc2cc(S(=O)(=O)O)cc(O)c2c1	-3	-43	7	·	3	12*	8.2	-1	54	-12
COc1ccc(N(CC(=O)NC2CC3CCC2C3)S(=O)(=O)c2ccccc2)cc1Cl (configuration not stated)	3	6	0	8	0	6	-0.8	-5	0.7	-6
O=C(C1CC(=O)N(c2ccc3c(c2)OCCO3)C1)N1CCN(Cc2ccccc2F)CC1 (configuration not stated)	1	-5	4	-8	-7	-2	1.1	-3	-1.0	18
O=C(c1ccc(COc2ccc(Br)cc2)o1)N1N=C(C(F)F)CC1(O)C(F)F (configuration not stated)	0	-92	1	1	10	-3	17	1	1.0	-45
CN(C)S(=O)(=O)c1cccc(NC(=O)COC(=O)C2CCN(C(=O)c3ccc(F)cc3)CC2)c1	-14	13	-1	-3	1	-4	-3.3	-6	0.2	20
C/C(=N\NC(=O)NC1CCCCC1)c1ccco1	-7	5	6	-4	3	0	-1.1	3	1.2	35
CCOc1ccc(Br)cc1S(=O)(=O)NCc1ccncc1	·	·	·	7	·	-1	·	-5	-0.1	·
O=C(Nc1ccc(F)cc1)c1nc[nH]c1C(=O)Nc1ccccc1[N+](=O)[O-]	-6	0	2	-3	1	1	0.0	-1	0.9	-7
O=c1c2ccccc2[nH]c2ccccc12	-6	-11	6	-3	2	-7	2.2	-1	1.3	-21
O=c1c2c([nH]c3ccccc13)CCCCC2	0	1	-1	2	1	-9	-0.2	-2	-0.1	1
CCCCC(=O)Nc1cc(Cl)ccc1C(=O)O	-1	7	-2	·	4	0	-1.4	1	0.3	-2
Brc1ccc(CSc2ncn[nH]2)cc1	3	9	-2	-3	-2	-1	-1.5	-1	-0.4	-20
O=C(NN=C1CCCC1)NC1CCCCC1	-9	2	-2	-5	3	-2	-0.4	5	1.2	-3
CCOC(=O)NC(=O)C(=CNc1ccccc1C)C(=O)NC(=O)OCC	7	11	-5	-2	-1	-4	-1.6	2	1.3	2

compound	RTF Ca sens inh	MOR-DOR inv ag	cardiac RTF act	CAL-PDZ inh HTS	HTR5A ag ctr	Keap1-Nrf2 PPI	OPRM1-OPRD1 ag	V-ATPase pH	LANA DNA inh	HTR5A inv ag
COCCCNC(=S)N(CCCN(C)C)Cc1cc2cc3c(cc2[nH]c1=O)OCCO3	-12	3	-5	-1	0	4	-0.6	3	3.7	-2
Cc1ccnc(NC(=O)c2ccccc2NC(=O)c2ccccc2)c1	-9	7	2	-8	2	-4	-1.6	5	-1.5	-6
Cc1ccc(CNC(=O)Nc2cccs2)cc1	5	15	-2	-2	-3	-2	-2.7	3	1.7	12
COc1ccc(C(=O)NN(C)c2nc(C(F)(F)F)nc3ccccc23)cc1	-2	-3	5	-2	3	-3	0.7	-1	0.7	-23
O=C(O)c1ccc(N2CCCS2(=O)=O)cc1	3	-9	-4	1	3	-2	1.1	0	-0.6	-8
Nc1ncnc2c1ncn2[C@@H]1O[C@H](CN2CCCS2(=O)=O)[C@@H](O)[C@H]1O	-4	10	0	-3	6	-3	-2.1	0	-1.2	-22
O=C(CSc1n[nH]c(-c2ccccc2)n1)Nc1ccc(N2CCOCC2)cc1	-7	2	-9	-5	6	2	-0.3	-2	0.8	-15
CCOc1ccc(/C=c2\sc3nc(-c4ccco4)nn3c2=O)cc1OCC	-3	15	-2	-3	4	-3	-3.5	-4	3.3	23
C[C@H](CO)N1C[C@H](C)[C@@H](CN(C)Cc2ccccc2)Oc2ccc(NC(=O)Cn3cnnn3)cc2C1=O	-8	10	-8	-2	-3	0	-2.2	0	0.0	10
Cc1nc(SCC(=O)Nc2ccnc3ccccc23)n[nH]1	-6	8	1	1	2	-6	-1.6	2	-0.3	-5
Cc1ccc2[nH]c(=O)c(C(c3nnnn3C3CCCC3)N(Cc3cccnc3)Cc3ccco3)cc2c1 (configuration not stated)	-7	2	0	-1	-2	3	-0.6	-1	-1.1	5
Cc1nc2nc(C)c(NS(=O)(=O)c3ccc(Cl)cc3)c(=O)n2[nH]1	2	21	-5	-3	8	0	-4.0	-1	-0.1	-23
CC1=C(C)CC(C(=O)NCCc2ccccc2)C(C(=O)O)C1 (configuration not stated)	-2	3	3	-4	0	2	-0.6	3	-2.5	-2
Cc1nnc(SCC(=O)N2c3ccccc3CC2C)[nH]c1=O (configuration not stated)	-13	11	-5	-4	2	-5	-2.1	2	-0.9	0
CN(C)c1ccc(SC#N)cc1	5	26	6	5	-2	-2	-4.9	2	-2.4	-20
O=C1CN(C(=O)COC(=O)CCc2ccccc2O)c2ccccc2N1	-2	13	5	-3	-2	-2	-3.2	3	1.5	6
COC(=O)CNC(=O)c1cccc(Cl)c1	-9	13	2	·	6	0	-2.7	0	0.4	6
CC(=O)C[C@@H](O)CC(=O)[C@@H]1OC(=O)[C@H](C)CCCCc2ccccc21	6	19	-7	-5	8	0	-4.0	0	-0.7	-29
CC1=C(C(=O)Nc2ccc(C)cc2C)C(c2ccc(Cl)cc2)n2nc(C(=O)OC(C)C)nc2N1 (configuration not stated)	-1	18	-6	-2	4	2	-3.0	1	1.1	-10
Cc1cccc(CCNC(=O)c2cccc(NC3=NC4CS(=O)(=O)CC4S3)c2)c1 (configuration not stated)	4	3	-5	·	0	1	-0.5	0	2.2	-3
NC(=O)c1ccccc1NC(=O)CC1(CC(=O)O)CCCC1	-16	13	-4	-6	2	2	-2.5	3	0.2	-4
O=C(O)C1CSC(c2coc3ccccc3c2=O)N1 (configuration not stated)	-10	9	2	-4	-1	-8	-1.8	2	1.7	-32
NC(Cc1ccccc1)C(O)(c1ccccc1)c1ccccc1 (configuration not stated)	-1	-10	3	5	4	-5	2.1	-1	-1.3	-4
Cc1cccc(-n2c(CCCN3C(=O)c4ccccc4C3=O)nc3ccccc3c2=O)n1	2	3	0	-1	-5	-8	-0.5	0	-0.4	14
CC(C)(C)c1ccc(-c2csc(NC(=O)CN3C(=O)NC4(CCCCC4)C3=O)n2)cc1	-8	-9	-7	-5	1	-5	1.6	-3	0.5	-2

Reformatted: three of the compounds above.
Sequence of screens: RTF Ca sens inh	MOR-DOR inv ag	cardiac RTF act	CAL-PDZ inh HTS	HTR5A ag ctr	Keap1-Nrf2 PPI	OPRM1-OPRD1 ag	V-ATPase pH	LANA DNA inh	HTR5A inv ag
- O=C(c1ccc(COc2ccc(Br)cc2)o1)N1N=C(C(F)F)CC1(O)C(F)F (configuration not stated)
  0	-92	1	1	10	-3	17	1	1.0	-45
- CN(C)S(=O)(=O)c1cccc(NC(=O)COC(=O)C2CCN(C(=O)c3ccc(F)cc3)CC2)c1
  -14	13	-1	-3	1	-4	-3.3	-6	0.2	20
- C/C(=N\NC(=O)NC1CCCCC1)c1ccco1
  -7	5	6	-4	3	0	-1.1	3	1.2	35

(continued)
compound	RTF Ca sens inh	MOR-DOR inv ag	cardiac RTF act	CAL-PDZ inh HTS	HTR5A ag ctr	Keap1-Nrf2 PPI	OPRM1-OPRD1 ag	V-ATPase pH	LANA DNA inh	HTR5A inv ag
CCC(C)(CC(=O)Nc1nccs1)c1ccccc1 (configuration not stated)	-5	4	-7	-7	1	-2	-0.7	4	0.5	-6
COc1ccc(NC(=O)CSc2nnc(-c3ccncc3)o2)c([N+](=O)[O-])c1	9	6	-1	-3	2	0	-1.2	0	0.5	5
COc1cc(CNc2ccc3[nH]c(=O)[nH]c3c2)ccc1OCc1ccccc1Cl	-1	-4	6	0	3	-6	0.9	2	2.0	-11
O=C1CCC(C(=O)N2CCCC2)CN1CCc1cccc(F)c1 (configuration not stated)	-2	10	3	-3	1	-1	-1.9	4	-0.1	2
COc1ccccc1NS(=O)(=O)c1cc(NC(=O)c2ccc(Cl)nc2)ccc1Cl	-13	-46	4	-5	2	-3	8.6	-2	-1.2	-3
COc1cccc(/C=C2\SC(=S)N(CC(=O)N(C)C3CCS(=O)(=O)C3)C2=O)c1 (configuration not stated)	-9	12	-5	-1	1	-2	-2.2	-2	-0.8	-4

Source: PubChem BioAssay (several laboratories)
